Bioassay records: PubChem, The Scripps Research Institute Molecular Screening Center
LEDGF integ inh – blocks HIV-1 LEDGF/p75-dependent DNA integration. TR-FRET IN-LEDGF/p75 DNA integration, Eu/Cy5. inhibition, % at 3.7 µM. 370,000 tested, 0.64% active. AID 743269;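 active = inhibition above the screen-wide mean plus 3 SD, cut at about 13% in these data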;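 note: signal is the Cy5 over europium emission ratio at 671 and 618 nm; 0% = plate median of compound wells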
proKLK7 act – activates the human kallikrein-7 zymogen. activation, % at 7 µM. purified proKLK7, EDANS-DABCYL substrate fluorescence; 100% is mature enzyme control, 0% vehicle. 370,000 tested, 0.9% active;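 active = activation above the mean of all tested compounds plus 3 SD, computed per campaign excluding outliers beyond control limits, cut at about 13% in these data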
DDE Tn7 FP inh – inhibitors of Tn7 peptide binding to human fibrin DD(E) | P02675 | FP displacement of FITC-Tn7 peptide from fibrin DD(E); 0% = median of compound wells per plate | inhibition, % at 8.3 µM | 370,000 tested, 0.13% active;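 active = inhibition above the mean of compounds falling within the control limits plus 3 SD of them, cut at about 14% in these data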;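 note: 0% = plate median of compound wells and 100% = 10 µM Aha-Tn7 peptide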
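Test system – human fibrin DD(E) · Times – 10 min preincubation, 3 h with tracer, room temperature · Detection – fluorescence polarization of the labelled Tn7 tracer · Measure – percent inhibition normalized to high-control wells · Benchmarks – high control wells with 10 µM unlabelled Aha-Tn7 peptide (full inhibition) · Repeats – singlicate testing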
ARFGAP1 inh – inhibits rat ARF GTPase activating protein 1; 360,000 tested, 0.26% active; AID 651572; Arfgap1-stimulated ARF1 GTP hydrolysis, GDP FP detection; Q62848; inhibition, % at 16.5 µM;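 active = inhibition above a per-plate limit, mean inhibition of low control wells plus 3 SD, cut at about 25% in these data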;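 note: 0% = DMSO wells with enzyme and 100% = wells lacking Arfgap1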
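Material – truncated rat Arfgap1 GAP domain · Buffer or medium – HEPES-based buffer, pH 7.5 · Reagent – human ARF1(Δ1-17)-GTP substrate · Dosing – 16.5 µM single point, 1.26% DMSO · Schedule – GTP hydrolysis reaction 2 h at 25 °C · Technique – GDP detection by fluorescence polarization · Benchmarks – No-Arfgap1 wells (100%) versus DMSO full-reaction wells (0%) · Repeats – single replicate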
PLC-gamma1 inh – blocks human PLC-gamma1 enzyme activity; inhibition, % at 12.2 µM; 370,000 tested, 0.84% active; P19174; purified PLC-gamma1, fluorogenic substrate, fluorescence; in the data active = inhibition above about 9.5%
Target sequence (P19174 whole entry, looked up): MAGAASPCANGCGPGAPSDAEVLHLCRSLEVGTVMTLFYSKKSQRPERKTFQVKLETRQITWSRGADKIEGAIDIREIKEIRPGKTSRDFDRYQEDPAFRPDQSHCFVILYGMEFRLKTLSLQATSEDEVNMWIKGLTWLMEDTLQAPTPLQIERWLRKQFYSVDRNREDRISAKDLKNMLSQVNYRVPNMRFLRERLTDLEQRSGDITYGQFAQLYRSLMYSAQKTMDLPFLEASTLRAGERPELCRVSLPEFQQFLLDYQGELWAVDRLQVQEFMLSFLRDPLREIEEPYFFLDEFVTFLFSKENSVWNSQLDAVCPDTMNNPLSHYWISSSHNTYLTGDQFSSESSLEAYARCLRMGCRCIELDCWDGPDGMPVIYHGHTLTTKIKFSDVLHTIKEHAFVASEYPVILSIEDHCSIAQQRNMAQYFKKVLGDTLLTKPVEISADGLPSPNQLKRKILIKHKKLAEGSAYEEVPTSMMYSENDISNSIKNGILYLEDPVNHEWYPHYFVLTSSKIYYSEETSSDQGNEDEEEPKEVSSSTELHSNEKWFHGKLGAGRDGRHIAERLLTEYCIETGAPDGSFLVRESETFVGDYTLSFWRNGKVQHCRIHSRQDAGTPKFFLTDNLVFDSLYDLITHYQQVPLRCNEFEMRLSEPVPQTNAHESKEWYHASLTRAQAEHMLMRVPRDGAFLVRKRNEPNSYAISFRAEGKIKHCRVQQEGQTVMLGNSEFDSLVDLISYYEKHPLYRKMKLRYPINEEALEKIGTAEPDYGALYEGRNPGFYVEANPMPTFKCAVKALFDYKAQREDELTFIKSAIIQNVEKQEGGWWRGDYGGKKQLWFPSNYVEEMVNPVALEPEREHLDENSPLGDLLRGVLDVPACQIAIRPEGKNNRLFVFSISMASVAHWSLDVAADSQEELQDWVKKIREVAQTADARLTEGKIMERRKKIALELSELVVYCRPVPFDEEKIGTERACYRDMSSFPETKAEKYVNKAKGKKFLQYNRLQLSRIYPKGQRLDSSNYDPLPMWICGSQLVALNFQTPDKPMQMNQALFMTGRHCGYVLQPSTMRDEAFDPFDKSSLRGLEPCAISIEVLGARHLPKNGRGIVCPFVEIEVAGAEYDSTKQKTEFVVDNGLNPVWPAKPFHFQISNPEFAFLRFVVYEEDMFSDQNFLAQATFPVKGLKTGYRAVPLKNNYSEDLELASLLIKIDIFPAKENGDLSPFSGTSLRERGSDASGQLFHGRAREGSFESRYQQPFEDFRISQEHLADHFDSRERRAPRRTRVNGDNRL
Tn6 DDE FP – disrupts Tn6 cyclic peptide binding to fibrin D-Dimer-E complex; P02675; Fibrin DD(E) TRITC-Tn6 fluorescence polarization displacement; inhibition, % at 8.3 µM; 370,000 tested, 0.21% active; AID 720509;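 active = inhibition above a per-campaign cutoff: mean of compounds within control limits plus 3 SD, cut at about 15% in these data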;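 note: 0% = median of all compound wells on the plate and 100% = blocking peptide control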
ADAM10 inh – inhibits human ADAM10 | 370,000 tested, 0.62% active | inhibition, % at 7 µM | AID 720582 | recombinant ADAM10, EDANS/DABCYL FRET peptide cleavage, 3 h;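 active = inhibition above a per-campaign cutoff equal to the mean of compounds falling between control-based bounds plus 3 SD, cut at about 20% in these data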;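 note: 0% = DMSO wells while the 100% control is not disclosed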
ADAM17 inh – inhibitors of human ADAM17; AID 720648; inhibition, % at 6.95 µM; 370,000 tested, 0.83% active; recombinant ADAM17, EDANS/DABCYL FRET peptide cleavage; P78536;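 active = inhibition above the mean of compounds lying between control limits plus 3 SD, set per campaign, cut at about 8.5% in these data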;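 note: 0% = DMSO-only wells as the low control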
TDP2 inh – TDP2 (human) inhibition, absorbance primary screen; O95551; recombinant TDP2, T5PNP hydrolysis, p-nitrophenol absorbance 415 nm; 370,000 tested, 0.34% active; inhibition, % at 12.8 µM;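 active = inhibition above the mean of all tested compounds plus 3 SD, set per campaign, cut at about 25% in these data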;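 note: 0% = DMSO with enzyme and 100% = buffer with substrate but no TDP2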
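Evaluation: % inhibition relative to enzyme-containing and enzyme-free wells. Material: recombinant human TDP2. Benchmarks: enzyme-free and DMSO wells. Timing: enzyme reaction with compound for 2 h at 37 °C. Compound dosing: 12.8 µM only. Measured by: p-Nitrophenol epi absorbance. Reagent: T5PNP substrate at 5 mM, a TopII-DNA adduct mimic. Replication: single well per compound.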
ASAP1 inh – inhibitors of human ASAP1 ArfGAP activity; AID 624377; ASAP1-stimulated ARF1 GTP hydrolysis, GDP FP detection; inhibition, % at 16.5 µM; Q9ULH1; 360,000 tested, 0.19% active; in the data active = inhibition above about 25%;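 note: 0% = vehicle with enzyme and substrate and 100% = no enzyme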
* = called active by the depositor; . = not tested or not shown.

SMILES | LEDGF integ inh | proKLK7 act | DDE Tn7 FP inh | ARFGAP1 inh | PLC-gamma1 inh | Tn6 DDE FP | ADAM10 inh | ADAM17 inh | TDP2 inh | ASAP1 inh
O=C(NC1CCCC1)C1c2ccccc2OCC(=O)N1Cc1ccccc1 (configuration not stated) | -1 | -0.6 | 1 | 2 | 0 | 2 | -17 | -5 | 5 | 3
Cc1ccc(C)c(C(=O)COc2ncnc3ccccc23)c1 | -1 | -0.7 | 4 | -12 | 1 | -1 | -3 | -5 | 8 | -5
C=C1c2cc(C)ccc2NC(=O)N1c1ccccc1 | 2 | -0.7 | 2 | 4 | -3 | -1 | -39 | -10 | 1 | 11
Cc1ccc(C(=O)O)cc1NS(=O)(=O)c1ccc2c(c1)oc(=O)n2C | -3 | 0.4 | -7 | -16 | 1 | -1 | -7 | -1 | 4 | 2
CC(=O)c1cccc(N(CC(=O)N2CCCC2)S(C)(=O)=O)c1 | -2 | -0.5 | 7 | 4 | 2 | -4 | 2 | -7 | 6 | 9
C[N+](C)(CCOc1ccccc1)Cc1ccccc1 | 3 | -0.1 | -2 | -10 | -108 | 2 | -20 | -11 | -1 | -1
CCCC(=O)Nc1nc2c(c(=O)[nH]1)CCCC2 | 0 | -0.1 | -4 | 11 | 0 | 1 | -2 | -5 | 11 | -7
CCn1c(SCC(=O)c2ccc(Cl)cc2)nnc1-c1cccs1 | -1 | -0.3 | -1 | 4 | -6 | 5 | 2 | -2 | 4 | -4
O=C(Nc1ccnn1C1CCN(Cc2cc(Cl)ccc2O)CC1)C1CC1 | 2 | 0.5 | 10 | -2 | 1 | -2 | 2 | 2 | -7 | 1
CCNc1nc(NCC)nc(C(=O)NN)n1 | -1 | -0.1 | 1 | 10 | 0 | 1 | 7 | -2 | 4 | 8
CC(C)NC(=O)C1CCN(C(=O)c2ccc(-c3ccccc3)cc2)CC1 | -1 | -0.5 | -3 | -5 | 0 | 9 | -6 | -3 | 0 | 1
O=C(Nc1ccc(Cl)cc1)c1csc(COCCO)n1 | 2 | 0.7 | -4 | 14 | 7 | 3 | 0 | 2 | -6 | 8
CN(CCOc1ccc(Cl)cc1)Cc1cccc(S(=O)(=O)N(C)C)c1 | 0 | 0.4 | 6 | 6 | -1 | 0 | 5 | 2 | 0 | -5
COc1ccccc1/C=C1/C(=O)N(c2ccc([N+](=O)[O-])cc2)N=C1C | 3 | -0.5 | -2 | 18 | 4 | -2 | 2 | 3 | -4 | -10
CC1(C)CC(=O)c2cnc(N)nc2C1 | 1 | -0.5 | -5 | 8 | -2 | 0 | 1 | -3 | 6 | 1
COC(=O)C1C(=O)OC(C)(C)C1C(C)C(=O)c1ccccc1 (configuration not stated) | 1 | 0.3 | -7 | -3 | 1 | 0 | -4 | -4 | -7 | -5
CCOC(=O)C1=C(CC)Nc2ccccc2N/C1=N\S(=O)(=O)c1ccccc1F | -3 | 0.4 | -1 | -10 | 3 | 1 | -12 | -4 | -4 | 10
COc1ccc(NC(=O)CN2CCC(C(N)=O)(N3CCCCC3)CC2)cc1 | 2 | 0.0 | 1 | 7 | -3 | -4 | -3 | -4 | -3 | 6
Cc1nn(C(C)C(=O)N2CCOCC2)c(=O)c2nn(-c3ccccc3)c(C)c12 (configuration not stated) | -2 | -0.1 | 4 | 7 | 3 | -5 | -12 | 0 | 6 | 0
COc1ccc(N2CC(C(=O)Nc3ccc([N+](=O)[O-])cc3Br)CC2=O)cc1 (configuration not stated) | 2 | -0.3 | -6 | 10 | 0 | -3 | 6 | -2 | 18 | 7
Cc1noc(C)c1S(=O)(=O)N(CC(=O)NCc1ccc2c(c1)OCO2)c1ccc(C(C)C)cc1 | 4 | 0.3 | -7 | -4 | 1 | -1 | 1 | 2 | -8 | 12
COc1cc(C=O)ccc1OC(=O)c1ccncc1 | -1 | 0.7 | 2 | 0 | 3 | 0 | 1 | -3 | 9 | 9
CC1CCC2(CC1)NC(=O)N(CC(=O)NC(=O)Nc1ccc3c(c1)OCCO3)C2=O (configuration not stated) | -1 | 0.6 | -7 | 1 | 4 | 7 | 1 | -2 | 13 | 14
O=C(NCCc1ccccc1)c1ccc(Sc2ccccc2Cl)c([N+](=O)[O-])c1 | 4 | -0.4 | -8 | . | 1 | -5 | 3 | 1 | 5 | .
CC1(CC(=O)Nc2ccccc2)NC(=S)N(c2ccccc2)N1 (configuration not stated) | -4 | -0.9 | 3 | -1 | -2 | 6 | -3 | -5 | -8 | 4
COC(=O)[C@]12C[C@H](CC(=O)N3CCSCC3)C(=O)N(Cc3ccco3)C1=C[C@H](C(C)(C)C)O[C@@H]2C | -5 | -0.4 | -3 | . | -1 | 7 | -6 | -4 | 0 | .
COc1ccc(Nc2ccncc2[N+](=O)[O-])cc1 | 2 | -0.1 | -5 | -3 | -1 | 2 | -3 | -1 | -5 | -2
O=C(Nc1ccc(C(=O)N2CCOCC2)cc1)c1cccc(Br)c1 | 1 | -0.5 | -4 | -9 | 4 | 2 | -1 | 1 | -2 | 5
CCO[C@H]1OC(C(N)=O)=C[C@@H](c2ccc(Br)cc2)[C@@H]1CCCO | -1 | 0.1 | 2 | 2 | -1 | 2 | -9 | -6 | 11 | -2
CCOC(=O)[C@H]1[C@H]2COc3ccc(Br)cc3[C@H]2N2C(=O)CN(Cc3ccc(C)cc3)C(=O)[C@@]12C | -1 | 1.3 | 10 | -2 | -2 | -3 | 20* | 5 | -8 | -4
Cc1cccc(NC(=O)CN2C(=O)NC(Cc3ccccc3)C2=O)c1 (configuration not stated) | -1 | 0.4 | 0 | -3 | 1 | -3 | 13 | 1 | 2 | 5
O=C(CSc1nc2c(c(=O)n1-c1ccc(Cl)cc1)SCC2)N1CCOCC1 | -2 | 0.1 | -4 | 1 | 6 | -6 | -13 | 3 | -4 | -7
CC(=O)NC(CC(C)C)C(=O)NC(Cc1ccccc1)C(=O)CCl (configuration not stated) | -4 | 0.1 | 2 | 5 | 0 | -4 | -12 | -1 | 0 | 3
Cc1cc(OCC(=O)N(C)C)c2c(-c3ccccc3)cc(=O)oc2c1 | -1 | 1.2 | 1 | 16 | -98 | 2 | -52 | -13 | -4 | -2
CCN(CC)S(=O)(=O)c1ccc(C)c(NC(=S)Nc2cccc(S(=O)(=O)N3CCCCCC3)c2)c1 | 3 | 0.1 | 6 | 1 | -2 | -3 | -1 | 0 | 1 | -6
Cc1ccc(C(=O)COC(=O)CN2C(=O)C3C4CC(C(Br)C4Br)C3C2=O)cc1 (configuration not stated) | 7 | -0.3 | -2 | 2 | 6 | 8 | 6 | 2 | 8 | -2
CCCNC(=O)C1(C)CCN(C(=O)c2cccc(OC(F)(F)F)c2)C1 (configuration not stated) | -1 | -0.4 | 8 | -10 | 1 | 0 | -5 | -6 | 0 | -1
CC12CC(NC(=O)N1c1cccc(C(=O)N3CCN(c4ccccc4)CC3)c1)c1ccccc1O2 (configuration not stated) | 2 | 0.1 | 3 | 8 | 2 | -5 | 2 | -3 | 0 | -3
CCOC(=O)c1c(C)n(C)c2cc([N+](=O)[O-])c(O)c([N+](=O)[O-])c12 | 2 | -0.4 | 0 | 4 | 3 | 7 | -4 | 1 | -1 | -4
CCN(CC)c1ccc(NC(=O)c2cncc(Br)c2)cc1 | -2 | -0.6 | -1 | 8 | 3 | -3 | 14 | 2 | -4 | 14

Rewritten as tab-separated lines: two of the compounds above.
Compound	LEDGF integ inh	proKLK7 act	DDE Tn7 FP inh	ARFGAP1 inh	PLC-gamma1 inh	Tn6 DDE FP	ADAM10 inh	ADAM17 inh	TDP2 inh	ASAP1 inh
Cc1ccc(C)c(C(=O)COc2ncnc3ccccc23)c1	-1	-0.7	4	-12	1	-1	-3	-5	8	-5
C=C1c2cc(C)ccc2NC(=O)N1c1ccccc1	2	-0.7	2	4	-3	-1	-39	-10	1	11

Next section
SMILES | LEDGF integ inh | proKLK7 act | DDE Tn7 FP inh | ARFGAP1 inh | PLC-gamma1 inh | Tn6 DDE FP | ADAM10 inh | ADAM17 inh | TDP2 inh | ASAP1 inh
CCc1ccc(NC(=O)C2CCN(S(=O)(=O)c3cnc[nH]3)CC2)cc1 | 4 | 1.0 | 4 | 2 | 2 | 7 | 6 | 2 | -12 | -3
CCOC(=O)c1cnn(-c2ccccc2)c1NC(=O)CSc1nnc(-c2cccs2)n1CC | 3 | 0.3 | 5 | -1 | 4 | 5 | 10 | 5 | 0 | -14
COc1cc(C(=O)OCC(=O)NC2CC2)ccc1OCCC(C)C | 6 | -0.2 | -4 | 1 | 1 | 3 | 5 | -2 | -16 | 11
CC(=O)C1=C(C)NC(=O)NC1c1cc(Br)ccc1OCC#N (configuration not stated) | 1 | 0.0 | 1 | 10 | 7 | 1 | 4 | 2 | -7 | -5
CCOc1ccc(C2CC(c3ccc(OC)cc3)n3ncnc3N2)cc1 (configuration not stated) | -1 | -1.3 | 3 | -5 | -27 | -2 | -41 | -11 | 8 | -2
COc1cc(NC(=O)C2CCN(c3cnccn3)CC2)cc(OC)c1 | -4 | 0.0 | 2 | 6 | -28 | 7 | -28 | -10 | 0 | -3
CCOc1cc(/C=C2\C(=O)N(c3cccc(C(F)(F)F)c3)C(=O)c3ccccc32)ccc1O | 1 | 0.1 | -4 | -4 | -7 | 9 | -3 | 1 | 4 | -20
CC(=O)Nc1ccc(N)cc1 | -3 | 0.3 | 9 | -2 | 3 | -6 | -19 | -4 | 2 | 15
COc1ccc(NC(=O)Cc2nnc(SCC(=O)Nc3nccs3)n2C)cc1 | -2 | -0.7 | 4 | -2 | -2 | 4 | 3 | -6 | 19 | 1
Cc1ccc(S(=O)(=O)NCCC(=O)OCC(=O)N(Cc2ccccc2)C(C)(C)C)cc1 | 0 | 0.3 | 0 | -5 | 1 | -1 | -3 | -3 | 0 | 1
Clc1ccc(-n2cc(-c3ccc(Br)cc3)[n+]3c2CCCCC3)cc1 | -2 | -0.1 | -1 | -1 | -1 | -2 | 3 | 2 | -10 | 3
N#Cc1cccnc1N1CCN(C(C(=O)NC2CCCC2)c2ccc(F)cc2)CC1 (configuration not stated) | 1 | -0.1 | 5 | -2 | 0 | 3 | -4 | 0 | 1 | 2
CCN(CC(=O)NC(C)(C)C)C(=O)CCl | 0 | -0.4 | -3 | 12 | 5 | -10 | -6 | 2 | -5 | -5

This is a random part of the collection; any-hit rate near 4.2%.
